Screens as filed in PubChem.
FBPA Giardia inh: blocks Giardia fructose-bisphosphate aldolase activity; A8B2U2; purified Giardia FBPA; Potency, µM (top dose mostly 59.6 µM), without a hit: at the highest dose activity, negative = inhibition, usual class: inhibitors; actives 0.71% (n = 290,000); AID 2451; also: potency is read from the fitted curve at half-maximal effect; nearly all actives have a fitted effect of over 55% in size
Target sequence (A8B2U2 whole entry, looked up): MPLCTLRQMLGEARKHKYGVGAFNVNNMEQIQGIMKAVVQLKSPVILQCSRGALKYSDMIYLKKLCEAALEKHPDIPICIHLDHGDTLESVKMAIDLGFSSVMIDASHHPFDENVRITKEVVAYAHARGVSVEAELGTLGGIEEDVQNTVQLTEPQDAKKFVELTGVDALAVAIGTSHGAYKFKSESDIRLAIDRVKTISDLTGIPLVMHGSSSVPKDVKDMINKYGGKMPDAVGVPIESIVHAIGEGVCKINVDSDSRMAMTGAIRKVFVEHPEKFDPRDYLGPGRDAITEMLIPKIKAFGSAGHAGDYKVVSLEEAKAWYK
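40 nM FBPA preincubated 10 min at RT with compound (up to 57.5 uM final), then substrate plus GAPDH/TPI/NAD/arsenate coupling and diaphorase/resazurin added. Fluorescence read after 20 min at RT, 525/598 nm.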
AmpC no deterg: inhibitors of E. coli AmpC beta-lactamase without detergent. P00811. AmpC nitrocefin hydrolysis, absorbance 480 nm, 0.0001% Triton. Potency, µM (top dose mostly 57.1 µM), inactives show at the top dose activity change, negative = inhibition, hits mostly inhibitors. actives 0.52% (n = 330,000). AID 485341;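 also: potency is read from the fitted curve at half-maximal effect; plate controls were no compound for no effect and no enzyme for full effect; nearly all actives have a fitted effect of over 20% in size; some results filed as inactive show a strong effect at the top dose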
Target sequence (P00811 whole entry, looked up): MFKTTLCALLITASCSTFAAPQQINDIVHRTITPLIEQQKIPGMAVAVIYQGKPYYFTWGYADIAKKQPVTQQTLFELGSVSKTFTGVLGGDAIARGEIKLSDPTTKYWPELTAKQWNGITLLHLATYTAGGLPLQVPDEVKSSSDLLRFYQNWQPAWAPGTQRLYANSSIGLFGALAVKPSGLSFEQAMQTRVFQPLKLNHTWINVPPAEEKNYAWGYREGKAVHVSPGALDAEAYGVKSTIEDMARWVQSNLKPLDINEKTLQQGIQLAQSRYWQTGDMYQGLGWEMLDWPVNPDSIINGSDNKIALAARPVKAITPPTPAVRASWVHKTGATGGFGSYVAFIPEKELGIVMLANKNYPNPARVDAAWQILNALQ
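AmpC (5.3 nM in the dispensed reagent) in 20 mM phosphate pH 7.0 with 0.01% (detergent screen) or 0.0001% Triton X-100 was preincubated with compounds for 15 min at room temperature. Nitrocefin was then added from an 800 uM solution, and hydrolysis was followed at 480 nm.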
AmpC inh detg: AmpC beta-lactamase inhibition with detergent present. P00811. AmpC hydrolysis of nitrocefin, absorbance 480 nm, 0.01% Triton. Potency, µM (series often up to 114 µM), for the others: top-dose activity change, negative = inhibition, hits mostly inhibitors. actives 0.041% (n = 370,000);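 also: potency is read from the fitted curve at half-maximal effect; 0% = no-compound wells and -100% = no-enzyme wells; nearly all actives have a fitted effect of over 25% in size; some results filed as inactive show a strong effect at the top dose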
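20 mM phosphate pH 7.0 + 0.01% (detergent screen) or 0.0001% Triton X-100; 5.3 nM AmpC reagent; cpd preinc 15 min RT; nitrocefin (800 uM stock) to start; A480 q20 s × 4 min; Activity was normalised to no-enzyme and no-compound control wells.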
Sm TGR block: blocks Schistosoma mansoni thioredoxin glutathione reductase; Q962Y6; purified TGR, DTNB reduction, TNB absorbance 405 nm; Potency, µM (doses to about 114 µM), without a hit: at the highest dose activity change, negative = inhibition, hits mostly inhibitors; actives 3% (n = 360,000); AID 485364; also: potency is read from the fitted curve at half-maximal effect; nearly all actives have a fitted effect of over 60% in size
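First, TGR (20 nM dispensed) and NADPH were mixed with compound. Second, a 15 min room-temperature incubation followed. Third, further NADPH and then DTNB were added to start the reaction. Finally, TNB absorbance was monitored kinetically.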
AMA1-RON2 inh: inhibitors of Plasmodium falciparum AMA1-RON2 interaction | AID 720542 | AlphaScreen AMA1-biotinylated RON2 peptide binding | actives 0.2% (n = 360,000) | Potency, µM (doses to about 58.2 µM), without a hit: at the top dose activity change, negative = inhibition, usual class: inhibitors;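 also: potency is read from the fitted curve at half-maximal effect; 0% = vehicle wells and -100% = peptide control; nearly all actives have a fitted effect of over 45% in size; some results filed as inactive show a strong effect at the top dose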
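AMA1 (3D7) with his tag at 25 nM final met compounds first, then biotinylated RON2 peptide at 25 nM; detection used donor plus acceptor beads, 10 µg/mL apiece, read by AlphaScreen after 30 min at room temperature.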
HCMV inh: human cytomegalovirus inhibition; AID 1259415; actives 4.5% (n = 410,000); activity change, negative = inhibition, % at 57.5 µM; HFF cells, HCMV-luciferase reporter, 72 h; active compounds read low; in the data active = activity change below about -60%; inconclusive = no clear call, values can overlap the other calls; inactive = above about -39%
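Screen run at 2 compound doses on HFFs infected with reporter HCMV, MOI 1 PFU/cell. Luciferase activity from cell lysates at 72 h post infection gave inhibition relative to buffer-only and Salinomycin wells.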
* marks the source's active call; other numbers are inactive results; ? = inconclusive; · = not tested or not shown; & = joins results of further samples; [ ] = dose if it differs, or a comment. Unless noted, calls follow the shape of the dose curve; as a rule, active = well fitted curve in the direction sought with a large enough effect; inconclusive = small, poorly fitted or top-dose-only effect, or another doubt; inactive = no such curve, though single readings can be large; an effect the other way counts as inactive or inconclusive. Unless noted, % is scaled to controls: 0 for no effect and ±100 for the full control effect.

SMILES	FBPA Giardia inh	AmpC no deterg	AmpC inh detg	Sm TGR block	AMA1-RON2 inh	HCMV inh
CCOCCCNC(=O)CCSc1ccc(C)cc1	-2%	-8%	?	-12%	18%	28
O=C(c1cccc([N+](=O)[O-])c1)N1CCCC(C(=O)N2CCCCC2)C1 (stereo not drawn)	6%	-13%	-4%	1%	-2%	-7
O=C1CCN(S(=O)(=O)c2ccccc2)C2CCCCC12 (stereo not drawn)	3%	-4%	3%	8%	5%	-4
Cc1cc(NC(=O)N(C)CCc2c(C)nn(C)c2C)ccc1Br	·	·	0%	-2%	·	15
O=S(=O)(NCc1cc(-c2ccccc2Cl)no1)c1ccc(Cl)cc1	1%	-39%	-11%	15%	-2%	24
CCOC(=O)C(Cc1ccccc1)C(=O)NCc1ccccc1 (stereo not drawn)	2%	-19%	8%	-1%	0%	-6
CCN(CC)S(=O)(=O)c1cccc(C(=O)Oc2cccc(NC(=O)c3cccs3)c2)c1	0%	-33%	?	-13%	-13%	?
Clc1ccc(-n2ncc3c(NC4CCCC4)ncnc32)cc1	·	·	5%	5%	·	-30
CCN1CCN(c2cc(C)c3cc(NC(=O)CCC(=O)Nc4ccc(OC)c(OC)c4)ccc3n2)CC1	3%	35%	-1%	-24%	-9%	20
Cc1ccccc1NC(=O)N1CCc2ccccc2C1	0%	-22%	-3%	·	7%	-38
COc1ccccc1OCCCC(=O)Nc1nnc(C2CCCO2)s1 (stereo not drawn)	·	-3%	0%	2%	2%	30
O=C(NCCCN1CCN(c2ccc(F)cc2)CC1)c1sc2ncccc2c1-n1cccc1	·	·	7%	-13%	·	-19
O=C1NC2(CCCCCC2)C(=O)N1Cc1c(F)cccc1Cl	0%	-29%	?	-10%	-2%	-15
Cc1cc(=O)n(Cc2ccc(F)cc2Cl)c2c1c(C)nn2-c1ccccc1	·	·	3%	4%	·	2
CN(C)S(=O)(=O)c1ccc(N2CCCC2)c(C(=O)OCC(=O)N2CCN(c3ccccc3)CC2)c1	·	-2%	?	-17%	-23%	11
C/C(Cn1nnc([N+](=O)[O-])n1)=N\NC(=O)c1ccc(C)cc1	?	-18%	?	-8%	72%[activator]	47
Clc1ccc(NCn2cncn2)nc1	-1%	-13%	?	-21%[11.4 µM]	7%	-29
COC(=O)c1ccc(N2CCCCC2)c(NS(=O)(=O)c2ccc(C)cc2)c1	-9%	-23%	2%	-11%	1%	9
CCCC(=O)O/N=C(\c1ccccc1)c1ccncc1	6%	-20%	1%	-11%	-10%	-19
Cc1cc2c(C)nc(N/N=C/c3ccccc3)nc2o1	-5%	-28%	-21%	-19%	-2%	6

One compound at a time, as listed above.
Record of O=C(c1cccc([N+](=O)[O-])c1)N1CCCC(C(=O)N2CCCCC2)C1 (stereo not drawn) → FBPA Giardia inh = 6%; AmpC no deterg = -13%; AmpC inh detg = -4%; Sm TGR block = 1%; AMA1-RON2 inh = -2%; HCMV inh = -7
Record of Cc1cc(=O)n(Cc2ccc(F)cc2Cl)c2c1c(C)nn2-c1ccccc1 → FBPA Giardia inh = ·; AmpC no deterg = ·; AmpC inh detg = 3%; Sm TGR block = 4%; AMA1-RON2 inh = ·; HCMV inh = 2

New compounds follow
SMILES	FBPA Giardia inh	AmpC no deterg	AmpC inh detg	Sm TGR block	AMA1-RON2 inh	HCMV inh
O=C(c1cc(-c2ccco2)on1)N1CCCc2ccccc21	7%	-53%	-19%	?	-1%	50
Cc1ccc(OCC(=O)OCC(=O)Nc2ccc3c(c2)OCO3)cc1C	·	-14%	·	·	3%[11.6 µM]	-19
COc1ccc(C(C(=O)NCC2CCCO2)N(C(=O)CNC(=O)c2ccco2)c2cc(C)cc(C)c2)cc1OC (stereo not drawn)	10%	141%[activator]	-5%	0%	2%	-8
O=C(O)c1cc(-c2ccco2)nc2ccccc12	?	-17%	-10%	?	-19%	13
CCn1cc(C(=O)N2CCN(c3ccc(C(C)=O)cc3)CC2)c2cc(OC)c(OC)cc2c1=O	-2%	94%[activator]	3%&-5%	69%&-9%[activator]	-5%	69&39
O=C(NCC12CC3CC(CC(C3)C1)C2)c1nn2c(c1Cl)NC(c1ccco1)CC2C(F)(F)F (stereo not drawn)	-5%	1%	9%	-26%	3%	0
CC1C2C(c3ccccc3)N(C)C(=O)N(C)C2N(C)C(=O)N1C (stereo not drawn)	1%	-13%	-11%	-22%	5%	-9
Cc1ccc(NC(=O)CN2CCc3cc4c(cc3C2)OCCCO4)cc1C	·	7%	-1%	12%	-2%	-1
Cc1onc(-c2ccccc2)c1C(=O)n1nnc2ccccc21	-1%	-7%	7%	18µM*	17%	15
COc1c(Br)cc2c(C)c(C(=O)N3CCOCC3)oc2c1Br	0%	72%[activator]	?	3%	1%	-8
COc1ccc(NS(=O)(=O)c2cc(NC(=O)c3sccc3C)ccc2N2CCOCC2)cc1	-9%	-14%	5%	11%	-12%	0
COc1ccc(CCNC(=O)COC(=O)C2CC2)cc1OC	·	-6%	·	·	-20%	8
Cc1ccc(C(=O)NCCCNC(=O)c2ccccc2F)cn1	-1%	-8%	-7%	5%	-5%	-6
O=C(Cc1ccc(F)cc1)N1CCC(CC2CC(c3ccc(Cl)cc3)=NO2)(C(=O)NCC2CCCCC2)CC1 (stereo not drawn)	5%	-1%	0%	8%	-4%	-16
Cc1ccc(C(=O)c2sc(Nc3ccccc3F)c(S(=O)(=O)c3ccccc3)c2N)c(C)c1	·	·	-8%	3%	·	-23
COc1cc(C(=O)NCCOC(=O)c2cccc(N(C)C)c2)cc(OC)c1OC	6%	27%	-4%	-1%	-9%	3
COc1ccc(CCNC(=O)c2ccc(Cn3c(SCC(=O)NCCC(C)C)nc4cc5c(cc4c3=O)OCO5)cc2)cc1OC	·	·	-6%	3%	·	16
COc1cc(OC)cc(C(=O)OCC(=O)NCCCc2ccccc2)c1	3%	-11%	2%	-13%	-3%	21
CCNC(=S)NNC(=O)c1cc(C)on1	-9%	0%	3%	1%	26%	3
NC(=O)c1ccc2c(=O)n3c(-c4cccs4)csc3nc2c1	-1%	-24%	4%	-1%	-10%	32
CCC(=O)c1ccc(OCC(=O)Nc2ccccc2N2CCCCC2)cc1	·	-12%	-1%	-15%	-7%	-9
CC1CCN(S(=O)(=O)c2ccc3c(c2)c(=O)c(C(=O)NC2CCCC2)cn3C)CC1	-1%	-15%	-1%	2%	13%	41
CC(=O)NC1C(OC(=O)/C=C/c2ccccc2)OC(COC(C)=O)C(OC(C)=O)C1OC(C)=O (stereo not drawn)	·	69%[activator]	0%	9%	4%	10
N#CCCN(C(=O)CSc1ccc2c(c1)OCCO2)c1ccccc1	6%	-18%	-5%	9%	-7%	58
CC(C)(C)[C@H]1C=C(C(=O)N2CCN(Cc3ccc4c(c3)OCO4)CC2)O[C@@H](OCc2ccc(CO)cc2)C1	-1%	137%[activator]	-8%	1%	0%	-23
Cc1ccc(NC(=O)c2ccc3c(c2)N(CC(=O)NC(C)C)C(=O)C(C)(C)O3)cc1	3%	-2%	1%	3%	-26%	18
COC(=O)/C=C/CSC1=N/C(=C/c2ccc(-n3cncn3)cc2)C(=O)N1	·	0%	?	3%	40%[activator]	-19
Nc1ncnc2c1ncn2[C@@H]1O[C@H](CNC(=O)[C@H](N)Cc2cscn2)[C@@H](O)[C@H]1O	·	-5%	·	·	80%[activator]	-4
Cn1cc(-c2cc3n(n2)CCC(=O)N3CCCC(=O)NCc2ccccc2Cl)c2ccccc21	·	·	1%	0%	·	-27
COc1ccc(CCNC(=O)c2ccc3c(c2)CCN3S(=O)(=O)c2ccc(Cl)cc2)cc1	·	·	3%	1%	·	-36
CCOc1ccc(Cl)cc1S(=O)(=O)N1CCC(C(=O)NCc2ccccn2)CC1	7%	69%[activator]	-10%	-14%	-19%	26
CC(C)(C)n1nnnc1C(c1ccc(Cl)cc1)N1CCCc2ccccc21 (stereo not drawn)	-21%	-18%	-2%	-25%	11%	8
Cc1ccc(C(=O)CN(C(=O)c2ccc(Cl)cc2)N2C(=O)c3ccccc3C2=O)cc1	-1%	-17%	1%	13%	11%	8
N#CCC(=O)Nc1ccc(C(=O)OCC(=O)NNC(=O)c2cccs2)cc1	·	-22%	?	-15%	73%[activator]	-6
CNC(=S)N(C)c1ccccc1	-4%	-5%	-6%	2%	3%	-8
CS(=O)(=O)N(CC(=O)N/N=C/c1cc([N+](=O)[O-])ccc1Cl)c1ccccc1	?	-33%	-14%	18%	14%	67
Cc1ccc(C)c(S(=O)(=O)N/N=C/c2ccc(N(C)C)cc2)c1	-4%	-42%	-7%	2%	?	35
CC1CCCCN1C(=O)C1CCCCN1S(=O)(=O)c1cccc([N+](=O)[O-])c1 (stereo not drawn)	4%	30%	0%	-6%	7%	?
CC(=O)c1ccc(NC(=O)COC(=O)CCC2CCCC2)cc1	·	-11%	·	·	-10%	26
Cc1cc(=O)oc2c3c(cc(OCC(=O)NCc4ccco4)c12)OC(C)(C)CC3	0%	40%	?	-25%	7%	-30
CCCCC1=CC2=CC(=O)C(C)(OC(=O)c3cnc4ccccc4n3)C(=O)C2=CO1 (stereo not drawn)	0%	-39%	0%	35µM*	·	·
COc1ccccc1C1=CC(=O)C[C@H](c2ccc(Cl)cc2)C1	·	-10%	2%	-4%	36%[activator]	5
COc1ccc(OCCC(=O)OCc2c(C)noc2C)cc1	0%	1%	-5%	-4%	-11%	33
O=C(O)CCn1c(=O)[nH]c2ccccc2c1=O	13%	-7%	9%	-3%	-3%	38
COCCC1CCCCN1C(=O)c1ccc(OC2CCN(C(C)=O)CC2)c(OC)c1 (stereo not drawn)	·	-3%	-6%	-3%	16%	0
COc1ccc(-c2noc(C3CCCN(C(=O)c4ccccc4C)C3)n2)cc1 (stereo not drawn)	-1%	76%[activator]	-15%	-12%	10%	-39
CC(=O)O/N=C/c1c(Cl)n(C)c2ccccc12	-2%	-44%	1%	7%	4%	-28
CN1CCN(c2ccccc2NC(=O)c2cccc([N+](=O)[O-])c2)CC1	1%	-1%	-5%	-1%	-2%	10
CCN(C(=O)CSc1nnc(-c2ccc(F)cc2)n1C)C1CCS(=O)(=O)C1 (stereo not drawn)	·	-11%	·	·	-2%	43
C=CCn1c(SCC(=O)Nc2cc(C)ccc2C)nnc1-c1cnccn1	-25%	-17%	-2%	2%	3%	23
NC(=O)c1ccc(NCC2COc3ccccc3O2)c([N+](=O)[O-])c1 (stereo not drawn)	3%	-18%	-1%	13%	-6%	49
COc1ccccc1COCC(O)CN(Cc1ccco1)Cc1ccccc1O (stereo not drawn)	4%	5%	-5%	-3%	2%	-25
CCCOc1cccc(C(=O)Nc2cc(-c3nc4ccccc4[nH]3)ccc2C)c1	·	·	3%	1%	·	-37

Rows are unselected; overall some 7.8% were active at least once.
